Screens from PubChem.
S2 tox: Viability Counterscreen for Primary qHTS for Inhibitors of ATXN expression | S2 cells (HEK-293 line with an ATXN2-luciferase reporter) viability, CellTiter-Fluor protease fluorescence, 24 h | Potency, µM (highest dose often 56.7 µM), usual class: cytotoxic | hit rate 0.49% among 400,000 | AID 651635, 2014; further: potency means the concentration at half of the fitted maximal effect; nearly all actives have a fitted effect of over 40% in size
KB-V1 cytotox: qHTS assay for MDR1-selective chemotherapeutics: Primary screen using the drug-selected MDR subline cells KB-V1; KB-V1 MDR cells viability, CellTiter-Glo, 72 h; Potency, µM (doses to about 46.1 µM), for inactives: top-dose activity change, negative = cytotoxicity, actives largely listed as cytotoxic; hit rate 3.4% among 400,000; further: potency means the concentration at half of the fitted maximal effect; on the % scale 0 is the no-effect control and ±100 the full control effect; nearly all actives have a fitted effect of over 60% in size
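Cytotoxicity toward P-gp-expressing KB-V1 cells was determined as loss of CellTiter-Glo luminescence after 72 h at 37 degrees C. Compounds were tested in quantitative HTS format across a concentration range, with curves fitted to normalized data.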
ATXN2 expr inh: Primary qHTS for Inhibitors of ATXN expression. HEK-293 ATXN2-luciferase reporter, luminescence, 24 h. Potency, µM (titrated, usually from 57 µM), without a hit: at the top dose activity change, negative = inhibition, actives largely listed as inhibitors. hit rate 0.72% among 360,000. AID 1745845, 2022; further: potency means the concentration at half of the fitted maximal effect; on the % scale 0 is the no-effect control and ±100 the full control effect; nearly all actives have a fitted effect of over 55% in size
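qHTS (up to 57 uM final) was run with 24 h compound exposure of reporter cells at 37 °C. Each well was multiplexed: SteadyGlo luminescence measured ATXN2-luciferase expression after a fluorogenic Gly-Phe-AFC viability readout (25 uM final).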
HT1080-NT tox: qHTS for induction of synthetic lethality in tumor cells producing 2HG: qHTS for the HT-1080-NT fibrosarcoma cell line; HT-1080-NT fibrosarcoma viability, CellTiter-Glo ATP luminescence, 48 h; Potency, µM (highest dose often 46.1 µM), for the others: top-dose activity, negative = less viability, actives largely listed as cytotoxic; hit rate 1.6% among 360,000; AID 686970, 2013;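 further: NT is the 2HG producing partner of a matched IDH1 knockdown line; potency means the concentration at half of the fitted maximal effect; 0% = DMSO-treated cells and -100% = media-only wells without cells; nearly all actives have a fitted effect of over 55% in size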
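Read-out is CellTiter-Glo luminescence after 10 minutes at room temperature, following 48 hours' compound treatment of HT-1080-NT cells (750 cells/well, RPMI, 5% FBS, 37 degrees C).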
IL1B secr inh: qHTS for Inhibitors of Inflammasome Signaling: IL-1-beta AlphaLISA Primary Screen; THP-1 LPS/ATP IL-1B secretion, AlphaLISA, 16 h; active compounds read low; activity change, % at 57.5 µM; hit rate 4.7% among 360,000; in the data active means activity change below about -50%; inconclusive means mostly about -30% to -49%; further: on the % scale 0 is the no-effect control and ±100 the full control effect
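THP-1 cells pretreated 1 hr with compounds (up to 57.5 uM final), then stimulated with LPS (250 ng/mL final) plus ATP (1.25 mM final); secreted IL-1B measured by AlphaLISA after 16 hr, decreased signal indicating inhibition.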
KB-3-1 tox: qHTS assay for MDR1-selective chemotherapeutics: Primary screen using the parental adenocarcinoma cell KB-3-1; Potency, µM (doses to about 46.1 µM), inactives show top-dose activity change, negative = cytotoxic, usual class: cytotoxic; hit rate 1.4% among 400,000; KB-3-1 viability, CellTiter-Glo ATP luminescence, 72 h; AID 1347075, 2019; further: potency means the concentration at half of the fitted maximal effect; on the % scale 0 is the no-effect control and ±100 the full control effect; nearly all actives have a fitted effect of over 60% in size
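Viability of parental KB-3-1 cells, measured by CellTiter-Glo luminescence, followed a 72 h incubation at 37 °C with pinned compounds in phenol-red-free DMEM containing 10% FBS.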
MCF10A rereplic: A quantitative high throughput screen for small molecules that induce DNA re-replication in MCF 10a normal breast cells; AID 624296, 2012; Potency, µM (highest dose often 46.1 µM), without a hit: at the top dose activity, positive = re-replication, hits mostly activators; MCF 10A DNA re-replication, Hoechst nuclear intensity, 48 h; hit rate 2.9% among 350,000; further: potency means the concentration at half of the fitted maximal effect; % of control where 0% means no effect; nearly all actives have a fitted effect of over 50% in size
SW480 rerep: A quantitative high throughput screen for small molecules that induce DNA re-replication in SW480 colon adenocarcinoma cells; AID 624297, 2012; SW480 DNA re-replication, Hoechst DNA content imaging, 48 h; hit rate 1.8% among 340,000; Potency, µM (doses to about 46.1 µM), without a hit: top-dose re-replication activation, actives largely listed as activators; further: potency means the concentration at half of the fitted maximal effect; % of control where 0% means no effect; nearly all actives have a fitted effect of over 55% in size
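Image-based DNA-content assay: after two days of treatment, nuclei were labelled with the DNA dye Hoechst and imaged, and hits were compounds raising the count of nuclei showing high fluorescence intensity.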
HT1080 IDH1KD tx: qHTS for induction of synthetic lethality in tumor cells producing 2HG: qHTS for the HT-1080-IDH1KD cell line. Potency, µM (top dose mostly 46.1 µM), inactives show top-dose activity, negative = toxicity, hits mostly cytotoxic. hit rate 2% among 360,000. HT-1080 IDH1 knockdown viability, ATP luminescence, 48 h;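 further: potency means the concentration at half of the fitted maximal effect; 0% = DMSO wells and -100% = cell-free medium wells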
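Using the IDH1-knockdown HT-1080 line run in the same batch and compound series as the NT line, viability after 48 h at 37 °C was determined by CellTiter-Glo luminescence and expressed as % activity.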
An asterisk follows results filed as active; i = inactive; ? = inconclusive; · = not tested or not shown; & = joins results of further samples; [ ] = another dose, or the depositor's remark. Unless noted, the call rests on the fitted dose curve; in most records, active means well fitted curve in the direction sought with a large enough effect; inconclusive means small, poorly fitted or top-dose-only effect, or another doubt; inactive means no such curve, though single readings can be large; an effect the other way counts as inactive or inconclusive. Rows are unselected (roughly 11% active in at least one column).

SMILES	S2 tox	KB-V1 cytotox	ATXN2 expr inh	HT1080-NT tox	IL1B secr inh	KB-3-1 tox	MCF10A rereplic	SW480 rerep	HT1080 IDH1KD tx
COc1cc(/C=C(/C#N)C(=O)c2c(C)[nH]c3ccccc23)ccc1OCC#N	?	-7.9%	·	-18.9%	45.0	3.3%	?	8.1%	-0.8%
CCc1nn2c(=O)cc(COc3cccc(NC(=O)c4ccco4)c3)nc2s1	i	?	-16.3%	18.0%	-9.7	21.4%	7.0%	-6.3%	0.2%
O=C(Nc1ccc2[nH]ncc2c1)c1ccccc1Br	i	-5.0%	29.0%	-11.2%	-27.9	1.6%	-2.6%	?	-15.1%
CC1CCN(C(=O)CN2CCSc3ccc(S(=O)(=O)N(C)C)cc32)CC1	?	?	-2.9%	·	·	4.1%	·	·	·
O=C(NNC(=S)Nc1ccc(F)c(Cl)c1)c1ccccc1Br	i	?	28.9%	?	-61.7*	-2.2%	?	11.8%	?
Cc1ccccc1NC1=NC(=S)N(c2ccccc2)C12CCOC(C)(C)C2 (stereo unspecified)	·	0.3%	·	5.4%	-8.0	3.5%	-0.9%	-4.8%	0.7%
CS(=O)(=O)c1ccc(-c2nn[nH]n2)cc1	i	0.2%	-15.7%	0.5%	16.2	0.0%	3.4%	0.3%[9.22 µM]	18.9%
CCC(C)NC(=O)CSc1ncnc2sccc12 (stereo unspecified)	i	0.0%	-29.0%	14.8%	?	5.2%	2.9%	-20.6%	13.1%
COc1c2ccoc2nc2c(OC)c(OC[C@@H](O)C(C)(C)O)ccc12	i	-0.4%	3.3%	?	-16.2	0.0%	9.4%	6.4%	-0.7%
Cc1nc2cc(C(=O)OCC(=O)NC3CCS(=O)(=O)C3)ccc2n1-c1ccccc1 (stereo unspecified)	i	21.1%	24.7%	17.6%	-8.4	3.7%	-24.7%	-49.5%[inhibitor]	17.2%
Cc1cccc(C)c1NC(=O)CN(C)CC(=O)Nc1ccc(F)c(Cl)c1	i	14.6µM*	-25.7%	-1.8%	-6.5	-12.7%	-1.0%	-1.6%	-16.7%
CC(=O)N1CCCC1c1nc2ccccc2n1Cc1cccc(Cl)c1 (stereo unspecified)	i	25.3%	3.1%	·	·	7.4%	·	·	·

Continued; the last three above are carried over.
SMILES	S2 tox	KB-V1 cytotox	ATXN2 expr inh	HT1080-NT tox	IL1B secr inh	KB-3-1 tox	MCF10A rereplic	SW480 rerep	HT1080 IDH1KD tx
Cc1nc2cc(C(=O)OCC(=O)NC3CCS(=O)(=O)C3)ccc2n1-c1ccccc1 (stereo unspecified)	i	21.1%	24.7%	17.6%	-8.4	3.7%	-24.7%	-49.5%[inhibitor]	17.2%
Cc1cccc(C)c1NC(=O)CN(C)CC(=O)Nc1ccc(F)c(Cl)c1	i	14.6µM*	-25.7%	-1.8%	-6.5	-12.7%	-1.0%	-1.6%	-16.7%
CC(=O)N1CCCC1c1nc2ccccc2n1Cc1cccc(Cl)c1 (stereo unspecified)	i	25.3%	3.1%	·	·	7.4%	·	·	·
CCOC(=O)/C=c1\s/c(=C(\C#N)C(N)=O)n(-c2ccccc2)c1=O	i	3.2%	3.7%	-7.4%	-7.4	-14.2%	77.5%	-15.5%	-8.5%
C[C@@H]1CN([C@@H](C)CO)C(=O)c2cccc(NS(=O)(=O)c3cccs3)c2O[C@H]1CN(C)Cc1ccc(C(F)(F)F)cc1	?	3.1%	-13.7%	-1.1%	-11.7	0.0%	-0.3%	0.5%	-7.1%
CCOc1ccc(-n2nc3cc(C)c(NC(=O)c4cc(OCC)c(OCC)c(OCC)c4)cc3n2)cc1	i	20.4%	2.3%	·	·	5.2%	·	·	·
Cc1[nH]cnc1C(=O)N/N=C/c1ccc([N+](=O)[O-])s1	?	?	?	-16.8%	16.9	?	?	?	-24.8%
COc1cc(-c2nc3c[n+](CC(=O)c4ccccc4)ccc3n2C)cc(OC)c1OC	i	-3.3%	-13.0%	19.1%	4.7	11.8%	-3.1%	0.4%	23.1%
Cc1ccc(CN(C)C(=O)c2cc(COc3ccc(F)cc3Cl)on2)o1	i	-0.5%	-2.6%	0.1%	-15.9	-0.2%	-3.8%	-3.8%	-3.5%
COc1ccc(/C(C)=N/OC/C(O)=C(\C#N)c2nc3ccccc3[nH]2)c(OC)c1	i	-9.7%	4.6%	0.8%	-1.4	18.9%	?	-16.7%	-26.2%
Cc1onc(-c2c(F)cccc2Cl)c1C(=O)N(C)CCc1ccccn1	i	-20.6%	1.5%	7.8%	5.6	2.0%	2.8%	-5.5%	0.1%
Cc1ccc2nc(NCC(=O)O)nc(-c3ccccc3)c2c1	i	8.0%	1.7%	-9.0%	-2.9	12.8%	22.4%	-0.8%[9.22 µM]	-19.4%
O=P(c1ccccc1)(c1ccccc1)C(O)c1ccco1 (stereo unspecified)	i	0.2%	-8.3%	7.2%	-1.9	0.7%	-1.3%	-10.4%	6.7%
COc1cccc(CNC(=O)c2cccc(NC3=NC4CS(=O)(=O)CC4S3)c2)c1 (stereo unspecified)	i	1.5%	4.9%	2.7%	-14.1	3.4%	-9.2%	-15.5%	2.5%
CCCCOC(=O)c1ccc(NC(=O)/C(C#N)=C/c2ccc(C)o2)cc1	i	7.5%	5.0%	·	·	2.8%	·	·	·
O=C(COc1ccccc1)c1ccccc1	i	0.0%	45.1%[activator]	20.4%	-16.0	-0.9%	-16.2%	-24.6%	20.1%
CCOP(=O)(OCC)C(Nc1ccc(F)cc1)c1ccccc1 (stereo unspecified)	i	-20.5%	-15.8%	4.3%	11.7	7.6%	-0.6%	0.0%	0.4%
COc1ccc(N2CCN(C(=O)COCc3cc(-c4ccc5c(c4)OCO5)on3)CC2)cc1	i	-4.1%&11.7%	-5.1%	-3.3%	-18.6	-12.9%&-5.7%	4.3%	-2.8%	-7.9%
Cc1cccc(NC(=O)Cn2c(=O)n3nc(CCn4nc(C)cc4C)nc3c3ccccc32)c1	?	1.1%	-1.8%	9.8%	6.5	-0.1%	-19.8%	-2.8%	-3.2%
N#Cc1cccn1-c1nccs1	i	-1.4%	-2.3%	22.4%	4.9	4.6%	-9.5%	-0.2%	1.8%
CCOC(=O)N1CCC(NC(=O)CCC(=O)c2ccccc2)CC1	i	16.6%	1.6%	20.8%	8.5	7.1%	-3.4%	-0.8%	10.9%
CC(C)NC(=O)CCCn1c(=S)[nH]c2cc3c(cc2c1=O)OCO3	i	-15.5%	2.4%	0.2%	0.0	27.4%	-0.6%	-7.5%	-10.9%
O=C(CSc1nnc(Cn2c(=O)sc3ccccc32)n1-c1ccccc1)N1CCCC1	i	6.3%	1.8%	3.6%	16.3	3.7%	10.7%	2.6%	1.2%
Cc1snc(SCc2ccc(F)cc2)c1C#N	i	0.0%	28.0%	1.2%	44.4	-0.1%	-26.6%	?	-4.6%
CCCCc1ccc(S(=O)(=O)N2CCN(C(=O)c3ccco3)CC2)cc1	i	?	-16.0%	0.0%	?	-1.7%	5.4%	-372.6%[inhibitor]	-4.1%
CC1Cc2ccccc2N1CC(=O)NC(=O)NCc1ccccc1 (stereo unspecified)	i	-17.9%	-8.5%[11.3 µM]	17.5%	-2.7	-14.7%	14.2%	-9.8%	-2.3%
CCOc1ccccc1C(C(=O)NC1CCCC1)N(Cc1ccco1)C(=O)CNC(=O)c1ccco1 (stereo unspecified)	?	6.5%	-7.3%	6.6%	22.1	4.5%	-5.6%	1.6%	5.5%
COC(=O)CSc1ccc2nnc(CCNS(=O)(=O)c3ccc(C)cc3)n2n1	?	5.9%&0.0%	·	15.4%	22.9	0.3%&15.0%	4.7%	-3.6%	9.4%
CCN1C(=O)CS/C1=N\S(=O)(=O)c1ccc(Cl)cc1	i	-6.7%	-15.7%	-3.2%	1.8	1.6%	-2.1%	-2.5%	-2.2%
C=CCN(CC=C)CCOc1cc(C)ccc1[N+](=O)[O-]	i	-23.5%	·	-0.3%	12.4	0.8%	-5.0%	0.8%	9.1%
CCOC(=O)c1c(S(=O)(=O)NCC(=O)Nc2ccccc2F)c(C)n(C)c1C	i	9.3%	-8.3%	0.5%	-12.3	?	0.1%	29.0%	-4.5%
CN(C)S(=O)(=O)c1cccc(NC(=S)NCCc2ccccn2)c1	i	-0.2%	·	6.9%	8.1	1.9%	6.7%	-53.4%[inhibitor]	7.1%
O=C(COc1ccc(C(=S)N2CCCC2)cc1)Nc1ccccc1C(F)(F)F	i	?	-2.4%	-9.1%	-15.3	0.0%	?	-0.7%	1.9%
CC1CCN(C2=C(NS(=O)(=O)c3ccc(Br)cc3)C(=O)c3ccccc3C2=O)CC1	?	?	·	18.4µM*	?	?	2.5%	-17.2%	-24.0%
CCO[C@@H]1OC(C(=O)N2CCN(Cc3ccccc3)CC2)=C[C@H](c2cn(C(C)=O)c3ccccc23)[C@H]1CCCO	i	-14.4%	-7.0%	-0.4%	?	-9.2%	-2.3%	8.0%[9.22 µM]	0.5%
COc1cc2c3c(c1)/C(=C1/SC(=S)NC1=O)C(=O)N3C(C)(C)C=C2C	i	9.2µM*	-22.3%	-8.4%	0.4	?	6.5%	-10.4%	-17.8%
Cc1nc2c(ccc3nc(NC(=O)c4ccc5c(c4)OCCO5)sc32)s1	?	-7.5%	-0.9%	0.8%&18.2%	?	-5.3%	2.31µM*	?	-1.4%&2.9%
COc1ccc(Cn2c(=O)[nH]c3cc(OC)c(OC)cc3c2=O)cc1	i	-7.7%	·	0.2%	-7.4	-1.2%	9.5%	-5.6%	-1.6%
O=C(Nc1ccc2oc(-c3ccccc3)nc2c1)c1ccc2ccccc2c1	i	1.1%	4.4%	·	·	26.7%	·	·	·
